# Screening data from PubChem BioAssay.
# MLL CXXC-DNA inh – MLL CXXC-DNA interaction inhibition; Potency, µM (titrated, usually from 115 µM), for the others: at the highest dose activity change, negative = inhibition, actives largely listed as inhibitors; Q03164; MLL-CXXC / FITC-HOXA9 DNA fluorescence polarization; 290,000 compounds, 0.037% hits; active means well fitted inhibition curve with a large enough effect in the polarisation, with a control signal flat, not every such curve was filed as active; inconclusive means small, poorly fitted or top-dose-only effect, or effect the other way, or a change in a side signal; inactive means no such curve, though single readings can be large or run the other way; the % refers to the polarisation; further: potency means the concentration at half of the fitted maximal effect
#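 Steps: dispense CXXC domain solution (7 uM) → pin compounds or unlabeled HOX-A9 DNA control → 5 min ambient → add FLSN-HOX-A9 solution (50 nM) → spin → 30 min ambient → fluorescence polarization. Tris pH 7.5/NaCl/DTT/BSA buffer.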
# KCNH2 WT inh – KCNH2 (human, wildtype) channel inhibition; Q12809; U2OS, BacMam KCNH2, thallium flux FluxOr; hits give low values; activity change, % at 1.84 µM; 340,000 compounds, 0.37% hits;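 active means maximum activity change below -70%; inconclusive means maximum activity change between -70% and -50%; inactive means maximum activity change above -50%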; further: on the % scale 0 is the no-effect control and ±100 the full control effect
# Target sequence (Q12809 whole entry, looked up): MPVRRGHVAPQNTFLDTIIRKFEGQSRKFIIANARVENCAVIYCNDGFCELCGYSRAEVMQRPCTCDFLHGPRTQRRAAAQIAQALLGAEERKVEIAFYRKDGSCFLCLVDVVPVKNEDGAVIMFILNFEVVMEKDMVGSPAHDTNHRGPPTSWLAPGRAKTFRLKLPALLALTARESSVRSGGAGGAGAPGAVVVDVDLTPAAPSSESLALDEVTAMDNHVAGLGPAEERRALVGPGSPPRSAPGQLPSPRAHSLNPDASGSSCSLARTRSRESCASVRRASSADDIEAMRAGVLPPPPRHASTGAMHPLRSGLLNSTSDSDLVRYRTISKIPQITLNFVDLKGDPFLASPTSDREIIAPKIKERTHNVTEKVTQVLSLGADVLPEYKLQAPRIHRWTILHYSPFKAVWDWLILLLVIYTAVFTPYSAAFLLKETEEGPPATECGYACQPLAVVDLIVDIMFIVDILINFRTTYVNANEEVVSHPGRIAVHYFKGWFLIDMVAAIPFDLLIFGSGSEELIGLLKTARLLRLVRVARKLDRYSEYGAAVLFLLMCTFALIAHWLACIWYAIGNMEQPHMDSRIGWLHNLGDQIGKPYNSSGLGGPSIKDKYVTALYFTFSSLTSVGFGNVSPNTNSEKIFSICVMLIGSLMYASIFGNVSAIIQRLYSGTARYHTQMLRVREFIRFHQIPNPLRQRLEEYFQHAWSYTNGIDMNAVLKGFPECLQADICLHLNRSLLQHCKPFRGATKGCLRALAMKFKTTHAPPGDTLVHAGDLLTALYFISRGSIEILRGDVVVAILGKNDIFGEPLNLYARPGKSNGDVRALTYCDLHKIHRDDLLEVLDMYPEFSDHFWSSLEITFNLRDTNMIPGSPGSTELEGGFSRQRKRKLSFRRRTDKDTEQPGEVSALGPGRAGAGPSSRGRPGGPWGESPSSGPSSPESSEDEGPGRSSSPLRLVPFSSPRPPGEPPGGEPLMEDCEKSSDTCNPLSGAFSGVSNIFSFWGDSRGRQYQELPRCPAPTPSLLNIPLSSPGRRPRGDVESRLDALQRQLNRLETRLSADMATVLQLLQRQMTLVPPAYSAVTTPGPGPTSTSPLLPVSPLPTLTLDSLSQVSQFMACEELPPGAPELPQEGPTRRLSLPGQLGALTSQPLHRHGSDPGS
#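 U2OS cells transduced with wild-type KCNH2 virus are loaded with FluxOr dye for 45 min, and thallium flux is measured in kinetic reads before and after stimulation buffer. Rate constants are normalized to DMSO controls.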
# MBNL1-CUG inh – inhibitors of human MBNL1 binding to CUG repeat RNA; TR-FRET MBNL1-His/biotin-(CUG)12 binding, 665/545 ratio; Q9NR56; 280,000 compounds, 0.036% hits; Potency, µM (doses to about 57.5 µM), inactives show top-dose activity change, negative = inhibition, usual class: inhibitors; active means well fitted inhibition curve with a large enough effect in the signal ratio, with a control signal flat, not every such curve was filed as active; inconclusive means small, poorly fitted or top-dose-only effect, or effect the other way, or a change in a side signal; inactive means no such curve, though single readings can be large or run the other way; the % refers to the signal ratio; further: potency means the concentration at half of the fitted maximal effect; on the % scale 0 is the no-effect control and ±100 the full control effect
#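 TR-FRET readout: Ex 340 nm, 665/545 nm emission ratio, normalized to buffer-only (basal) and MBNL1-(CUG)12 controls. Complex of MBNL1-His with Biotin-(CUG)12, compounds 92 nM–58 uM, incubated 60 min at room temperature.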
# ASM inhibitor – inhibitors of human secretory acid sphingomyelinase | P17405 | placental ASM, HMU-PC fluorogenic substrate, 60 min | Potency, µM (doses to about 57.5 µM), for the others: at the top dose activity change, negative = inhibition, usual class: inhibitors | 340,000 compounds, 0.006% hits | AID 504937; further: potency means the concentration at half of the fitted maximal effect
#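 Human placenta-derived ASM preincubated with compound 10 min at room temperature, then reacted with 9 uM (final) fluorogenic HMU-PC substrate for 60 min at 37 C. Stop solution raises pH to 10; fluorescence read at Ex 386/Em 447 nm.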
# Integrin act MD – activators of alpha7 integrin expression for muscular dystrophy; AID 624291; alpha7betagal myoblasts, beta-gal FDG fluorescence, 48 h; 350,000 compounds, 0.064% hits; Potency, µM (series often up to 38.3 µM), for the others: top-dose activation, hits mostly activators;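 further: potency means the concentration at half of the fitted maximal effect; 100% = response of the positive control SU9516; nearly all actives have a fitted effect of over 60% in size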
#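 alpha7betagal+/- myoblasts (passage 13, 250/well) treated 48 h at 37C with compounds at 1:260 dilution of DMSO stock. Lysed, then beta-galactosidase activity read as FDG fluorescence (ex 480/em 540) after 30 min, with pre-read for autofluorescence.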
# Coupling enz – coupling enzyme interference in Giardia aldolase counter-screen | activity change, negative = inhibition, % at 58.2 µM, hits read low | coupling enzyme system counterscreen, AmpLite Red fluorescence | 290,000 compounds, 0.67% hits; in the data active means activity change below about -30%; further: on the % scale 0 is the no-effect control and ±100 the full control effect
#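 Activity here indicates interference with the coupling reaction, not aldolase inhibition. Compounds at 57.5 uM final met coupling enzymes for 10 min at RT; substrate and AmpLite Red detection followed, with a 525/598 nm fluorescence read after 20 min.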
# GALK inh – inhibitors of human galactokinase; Potency, µM (highest dose often 57.5 µM), inactives show top-dose activity change, negative = inhibition, hits mostly inhibitors; 270,000 compounds, 0.007% hits; Purified GALK, Kinase-Glo residual ATP luminescence; AID 1868; P51570; further: potency means the concentration at half of the fitted maximal effect; on the % scale 0 is the no-effect control and ±100 the full control effect
#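 Kinase-Glo Plus luminescence measured ATP left after a 1 h room-temperature reaction. The reaction used 5 nM GALK, 100 uM galactose and 35 uM ATP at pH 8.0 (20 mM HEPES, 5 mM MgCl2, 60 mM NaCl, 1 mM DTT, 0.01% BSA).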
# TRPV1 ag – activates the human vanilloid receptor TRPV1; TRPV1-expressing cells, Fluo-8 calcium influx, agonist mode; activation, % at 8.33 µM; 320,000 compounds, 0.19% hits; AID 540275; in the data active means activation above about 80%; inconclusive means between about 30% and that limit; further: 0% is about no effect
#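 Cells expressing TRPV1 were dye-loaded with Fluo-8 and read kinetically: 10 s baseline, 3 min after compound (agonist portion), then 2 min after EC20 capsaicin (allosteric enhancer portion). Calcium-bound dye fluorescence at 480/520 nm.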
# A-T KAP1 phos – potential ataxia-telangiectasia treatments restoring KAP-1 phosphorylation | AID 485349 | Potency, µM (series often up to 57.5 µM), for the others: at the highest dose activation, hits mostly activators | 320,000 compounds, 0.19% hits | […] A-T fibroblasts, KAP-1 phosphorylation AlphaLISA; neocarzinostatin DNA damage 30 min before lysis; further: potency means the concentration at half of the fitted maximal effect; % of control where 0% means no effect; nearly all actives have a fitted effect of over 45% in size
#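 hTERT-immortalized A-T patient fibroblasts ([…]), 500 cells/well in OPTI-MEM, 1% FBS, got compounds for 60 min, then NCS for 30 min at 37C. Lysates were then assayed for phospho-KAP-1 by AlphaLISA (anti-pKAP1 donor, anti-KAP1 acceptor beads), 6 hr at 25C.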
# KCNH2 3.1 block – KCNH2 3.1 (human) potassium channel inhibition. AID 720553. activity change, % (tested at about 1.8 µM). U2OS KCNH2 3.1, thallium flux FluxOr; hits give low values. 340,000 compounds, 0.95% hits;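 active means maximum activity change below -70%; inconclusive means maximum activity change from -70% to -50%; inactive means maximum activity change above -50%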;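 further: thallium influx rate constant from kinetic fluorescence after stimulation buffer; on the % scale 0 is the no-effect control and ±100 the full control effect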
#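 Measured as rate of thallium-driven FluxOr signal in transduced U2OS cells carrying the 3.1 channel, read kinetically for 2 min upon stimulation; values are rate constants scaled to DMSO control wells.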
# * marks the source's active call; other numbers are inactive results; u = inconclusive; x = no result given; [ ] = another dose, or the depositor's remark. Unless noted, the call rests on the fitted dose curve; in most records, active means well fitted curve in the direction sought with a large enough effect; inconclusive means small, poorly fitted or top-dose-only effect, or another doubt; inactive means no such curve, though single readings can be large; an effect the other way counts as inactive or inconclusive.
SMILES,MLL CXXC-DNA inh,KCNH2 WT inh,MBNL1-CUG inh,ASM inhibitor,Integrin act MD,Coupling enz,GALK inh,TRPV1 ag,A-T KAP1 phos,KCNH2 3.1 block
CCOC(=O)c1c(C)[nH]c(C)c1C(=O)COC(=O)/C=C/c1ccc(OC(F)F)cc1,4%,5,x,-8%,-25%,-3,1%,0,-2%,0
O=C(N/N=C/c1cn(-c2ccccc2)nc1-c1ccccc1)c1ccco1,0%,-12,3%,24%,-46%[inhibitor],4,2%,8,1%,-8
COc1ccc(NC(=O)Nc2ccccc2F)c(C)c1,-4%,-2,-6%,-2%,18%,1,0%,-2,4%,-14
Cc1cc(C)n2nc(CC(=O)NNC(=O)COc3cccc(C)c3C)nc2n1,-2%,-9,0%,4%,-10%,x,6%,-1,-5%,15
COc1ccc(-n2c(C)c(C(C)=O)c3cc(O)ccc32)cc1,4%,x,-9%,-8%,2%,0,1%,-1,x,x
CN(C)CCCNC(=O)c1cc(C(=O)c2ccccc2F)c[nH]1,13%,-3,-9%,2%,0%,-1,-2%,-2,-4%,-11
COc1ccc(-c2nn(-c3ccccc3)cc2C2CC(c3cccs3)=NN2C(=O)CCCC(=O)O)cc1 (configuration not stated),18%,-1,1%,-2%,16%,-4,-7%,7,8%,9
Cc1nc2c(Cl)c(C)nn2c2c1CCC2,12%,u,-4%,1%,-16%,3,0%,-3,-1%,7
CCn1c(SCC(=O)NC2CCS(=O)(=O)C2)nnc1-c1ccccc1 (configuration not stated),3%,3,x,1%,-16%,1,-5%,2,-1%,5
COc1ccnc(Oc2ccc(F)cc2)c1C(=O)N/C=N/OCc1ccccc1,0%,3,-9%,0%,8%,3,6%,29,-2%,-14
O=C(Nc1ncccc1O)c1ccc2c(c1)OCCO2,x,-2,x,-2%,22%,x,x,8,7%,7
COC(=O)C1=NN(c2ccccc2OC)C2C(=O)N(c3ccccc3OC)C(=O)C12 (configuration not stated),7%,-5,x,3%,-1%,1,1%,-1,-9%,3
Nn1c(SCC(=O)NCc2ccccc2)nnc1C1CC1,9%,4,6%,0%,12%,2,1%,1,-5%,-5
O=C(Nc1ccc(N2CCN(C(=O)c3ccccc3)CC2)cc1)c1ccc2c(c1)OCCO2,u,-1,-7%,-2%,1%,x,5%,11,-1%,-5
Cc1ccc(C(=O)COC(=O)c2nc3nccc(C)n3n2)c(C)c1,x,2,x,3%,-18%,x,x,-3,9%,-11
CC(=NNC(=S)N1CC2CCC(CC2)C1)c1cccc(C)n1,x,-5,x,-5%,-53%[inhibitor],x,x,x,x,5
CCOC(=O)c1[nH]c2ccccc2c1NC(=O)CN(C)C,3%,3,2%,-1%,-3%,0,1%,-2,-3%,-6
CCOc1ccc(OCCSc2nc3ccccc3n2CC(=O)O)cc1,-23%,0,-1%,0%,14%,6,7%,-2,1%,1
COCC(=O)n1nc(-c2ccccc2)nc1NCc1ccccc1,u,3,-3%,-2%,10%,-1,2%,1,1%,13
CCN(CC)C(=O)C1=C(C)NC(=S)NC1c1cccs1 (configuration not stated),10%,6,0%,2%,6%,2,0%,-4,3%,-13

# Some of the entries so far, bar-delimited:
molecule | MLL CXXC-DNA inh | KCNH2 WT inh | MBNL1-CUG inh | ASM inhibitor | Integrin act MD | Coupling enz | GALK inh | TRPV1 ag | A-T KAP1 phos | KCNH2 3.1 block
CCOC(=O)c1c(C)[nH]c(C)c1C(=O)COC(=O)/C=C/c1ccc(OC(F)F)cc1 | 4% | 5 | x | -8% | -25% | -3 | 1% | 0 | -2% | 0
O=C(N/N=C/c1cn(-c2ccccc2)nc1-c1ccccc1)c1ccco1 | 0% | -12 | 3% | 24% | -46%[inhibitor] | 4 | 2% | 8 | 1% | -8
COc1ccc(NC(=O)Nc2ccccc2F)c(C)c1 | -4% | -2 | -6% | -2% | 18% | 1 | 0% | -2 | 4% | -14
Cc1cc(C)n2nc(CC(=O)NNC(=O)COc3cccc(C)c3C)nc2n1 | -2% | -9 | 0% | 4% | -10% | x | 6% | -1 | -5% | 15
COc1ccc(-n2c(C)c(C(C)=O)c3cc(O)ccc32)cc1 | 4% | x | -9% | -8% | 2% | 0 | 1% | -1 | x | x
CN(C)CCCNC(=O)c1cc(C(=O)c2ccccc2F)c[nH]1 | 13% | -3 | -9% | 2% | 0% | -1 | -2% | -2 | -4% | -11
COc1ccc(-c2nn(-c3ccccc3)cc2C2CC(c3cccs3)=NN2C(=O)CCCC(=O)O)cc1 (configuration not stated) | 18% | -1 | 1% | -2% | 16% | -4 | -7% | 7 | 8% | 9
Cc1nc2c(Cl)c(C)nn2c2c1CCC2 | 12% | u | -4% | 1% | -16% | 3 | 0% | -3 | -1% | 7
CCn1c(SCC(=O)NC2CCS(=O)(=O)C2)nnc1-c1ccccc1 (configuration not stated) | 3% | 3 | x | 1% | -16% | 1 | -5% | 2 | -1% | 5
COc1ccnc(Oc2ccc(F)cc2)c1C(=O)N/C=N/OCc1ccccc1 | 0% | 3 | -9% | 0% | 8% | 3 | 6% | 29 | -2% | -14
O=C(Nc1ncccc1O)c1ccc2c(c1)OCCO2 | x | -2 | x | -2% | 22% | x | x | 8 | 7% | 7

# Other records:
SMILES,MLL CXXC-DNA inh,KCNH2 WT inh,MBNL1-CUG inh,ASM inhibitor,Integrin act MD,Coupling enz,GALK inh,TRPV1 ag,A-T KAP1 phos,KCNH2 3.1 block
CSc1nc2ncc(-c3ccsc3)c(N)n2n1,13%,-3,0%,-6%,9%,2,8%,2,2%,-6
O=C(N/N=C/c1ccc(O)c(O)c1)c1cc(-c2ccccc2)nc2ccccc12,-17%,-5,4%,-2%,-13%,-2,-2%,14,-3%,-4
COc1ccccc1CCNC(=O)CSc1ccc(-c2cccs2)nn1,1%,3,30%[activator],0%,18%,-7,1%,7,1%,-23
COc1ccc(S(=O)(=O)NCCc2c(C)nn(C)c2Oc2ccccc2)cc1,-7%,-5,-1%,-1%,17%,5,0%,5,-6%,-7
COCc1cc(C)nc(OCC(=O)N/N=C/c2ccc(C)cc2)c1C#N,-7%,19,2%,3%,0%,7,5%,-5,9%,15
COC(=O)Cc1[nH]c(Cl)nc1C(N)=O,6%,-5,-9%,0%,-24%,4,3%,-1,0%,11
Fc1cccc(CN2CCC(Cc3ccccc3)CC2)c1,-1%,1,1%,0%,39%,1,-1%,6,3%,-13
N/C(=N\OC(=O)CCC1CCCCC1)c1cccnc1,2%,30,-1%,3%,-13%,0,-4%,21,4%,0
COc1ccc(NC(=O)COC(=O)Cn2nnc3ccccc32)cc1,u,-2,x,0%,7%,0,0%,0,5%,-7
Cc1cc(NC(=O)CSc2nnc3c(C)cc4ccccc4n23)no1,6%,8,9%,3%,-4%,3,3%,-1,19%,5
COc1ccc(/C=C/C(=O)Nc2ccc3c(c2)CCC3)cc1OC,-8%,3,17%,-18%,-13%,-1,x,3,-3%,5
COCC(C)NC(=O)CSc1nnc(-c2cccc(S(=O)(=O)N3CCCCC3)c2)o1 (configuration not stated),-2%,8,1%,1%,7%,0,-1%,1,3%,4
O=C(NC1CC1)c1ccc(Cl)c(S(=O)(=O)N2CCOCC2)c1,23%,4,1%,-17%,0%,5,5%,1,8%,-2
O=C(OCc1cc(=O)n2cc(Br)ccc2n1)C1COc2ccccc2O1 (configuration not stated),-3%,2,u,0%,13%,1,0%,1,1%,6
O=C(Nc1cccc(C(=O)N2CCCC2)c1)c1ccccc1Cl,-6%,0,-10%,0%,21%,-3,1%,-6,0%,8
CN1CCC(N(C)S(=O)(=O)c2ccc(NC(=O)COc3ccc(Cl)cc3)cc2)CC1,x,39,x,0%,-44%,x,x,2,-2%,-11
O=C(c1ccc(Cl)cc1)c1c[nH]c(C(=O)NNc2cccc(Cl)n2)c1,6%,17,-11%,0%,22%,3,3%,1,-4%,-9
Cc1cc(C(=O)Nc2ccc(C#N)cc2)on1,10%,-5,-2%,3%,7%,2,x,1,-14%,-2
COc1ccc(Cl)cc1NC(=O)CSc1nc2sccc2c(=O)[nH]1,2%,2,55%[activator],2%,-23%,1,-3%,-2,8%,-3
Cc1ccc(-c2nnc(SCC(=O)NNC(=O)COc3ccccc3C)n2C)cc1,3%,-14,x,0%,-3%,0,0%,-2,4%,14
CSc1nc(N)nc2c1ncn2CC(=O)NCCCN1CCCC1=O,x,-21,x,-3%,0%,x,x,x,18%,0
Cc1oc(-c2cc(Cl)cc(Cl)c2)cc1C(=O)NCCc1ccccc1,-14%,4,x,-9%,5%,1,1%,1,1%,-26
